# Assay outcomes: PubChem BioAssay, National Center for Advancing Translational Sciences (NCATS)
# TRHR enhancer = qHTS for Small Molecule Agonists and Allosteric Enhancers of Human TRH Receptor: Primary Screen for Enhancers | AID 493056, 2011 | 360,000 tested, 0.66% active | Thyrotropin-releasing hormone receptor (Homo sapiens), P34981 | TRHR cells, fluo-8 calcium fluorescence, EC20 TRH enhancement | enhancement, % at 2 µM; in the data active means enhancement above about 30%; further: 0% is about no effect
# Target sequence (P34981 whole entry, looked up): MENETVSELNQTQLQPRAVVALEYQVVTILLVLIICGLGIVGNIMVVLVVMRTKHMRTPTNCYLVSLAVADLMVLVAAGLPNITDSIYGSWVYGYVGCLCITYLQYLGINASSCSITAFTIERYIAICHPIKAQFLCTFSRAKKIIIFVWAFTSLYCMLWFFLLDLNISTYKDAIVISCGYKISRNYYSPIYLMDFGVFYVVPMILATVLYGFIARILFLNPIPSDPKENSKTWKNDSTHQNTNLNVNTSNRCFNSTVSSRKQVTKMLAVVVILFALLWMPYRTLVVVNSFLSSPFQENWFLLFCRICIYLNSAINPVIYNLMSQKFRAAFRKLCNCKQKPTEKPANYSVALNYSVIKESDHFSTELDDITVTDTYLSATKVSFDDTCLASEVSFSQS
#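 Enhancer read-out: after compound pinning and an initial kinetic agonist-mode read, an EC20 of TRH (10 nM final) was injected and fluo-8 calcium signal (Ex 480/Em 530) followed at 1 s/cycle for 100 cycles in TRHR-expressing cells.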
# D1 antag = Antagonist of Human D 1 Dopamine Receptor: qHTS; AID 504652, 2011; 360,000 tested, 3.2% active; D(1A) dopamine receptor (Homo sapiens), P21728; activity change, negative = inhibition, % at 10 µM; HEK293 TREx D1 cells, calcium flux, dopamine EC80; active compounds read low; in the data active means activity change below about -30%; further: on the % scale 0 is the no-effect control and ±100 the full control effect
#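 HEK293 T-REx cells expressing inducible, force-coupled D1 receptor; no-wash Ca dye, 30–90 min RT. Cmpd → 180 s read at 1 Hz → EC80 DA → 180 s read.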
# D1 PAM = Potentiators of Human D1 Dopamine Receptor: qHTS; 360,000 tested, 0.036% active; potentiation, % at 10 µM; HEK293 TREx D1 cells, calcium flux, dopamine EC20 potentiation; AID 504651, 2011; in the data active means potentiation above about 30%; further: 0% is about no effect
# D1 ag = Allosteric Agonists of the Human D1 Dopamine Receptor: qHTS. HEK293 T-REx D1 cells, calcium flux, agonist mode. activation, % at 2 µM. 360,000 tested, 1% active. D(1A) dopamine receptor (Homo sapiens), P21728. AID 504660, 2011; in the data active means activation above about 30%; further: 0% is about no effect
#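 Inducible HEK293 T-REx D1 cells, force-coupled to calcium signalling, were plated at 4000 cells/well with tetracycline and held overnight at 30 C. After no-wash calcium dye loading, compound-evoked calcium rise over 180 s flagged agonists.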
# RXFP1 antagonist = qHTS Assay for Antagonists of the Relaxin Receptor RXFP1 | activity change, negative = inhibition, % at 57.5 µM | AID 1259400, 2018 | HEK293-RXFP1, relaxin-stimulated cAMP HTRF, 30 min; active compounds read low | 350,000 tested, 0.59% active | Relaxin receptor 1 (Homo sapiens), Q9HBX9;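 active means activity change of -60% or lower, but not beyond a set lower limit; inconclusive means change between -60% and -40%, or beyond the set limit; inactive means change above -40%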; further: on the % scale 0 is the no-effect control and ±100 the full control effect
# TRHR agonist = qHTS for Small Molecule Agonists and Allosteric Enhancers of Human TRH Receptor: Primary Screen for Agonists; Thyrotropin-releasing hormone receptor (Homo sapiens), P34981; TRHR cells, calcium flux fluo-8, FDSS agonist mode; activation, % at 2 µM; 360,000 tested, 0.18% active; AID 493084, 2011; in the data active means activation above about 30%; further: 0% is about no effect
#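 In this calcium-flux screen, cells bearing human TRHR are dye-loaded with fluo-8, baselined for 10 cycles, then exposed to library compounds; positive kinetic calcium responses during the agonist phase mark hits, with TRH as control.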
# RXFP1 agonist = qHTS Assay for Agonists of the Relaxin Receptor RXFP1; 370,000 tested, 0.3% active; Potency, µM (series often up to 57.5 µM), for inactives: at the highest dose activation, actives largely listed as activators; Relaxin receptor 1 (Homo sapiens), Q9HBX9; HEK293T-RXFP1 cAMP TR-FRET, 30 min; response scale: percent of porcine relaxin response, buffer zero; further: potency means the concentration at half of the fitted maximal effect; on the % scale 0 is the no-effect control and ±100 the full control effect; nearly all actives have a fitted effect of over 60% in size; many of its hits are not listed in these tables
#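 cAMP rise read by TR-FRET after 30 min, 37C compound exposure (up to 58 uM) in RXFP1-transfected HEK293 cells with Ro 20174 present. EC50 from Hill-equation fits, with 29 nM porcine relaxin as 100% and buffer as basal.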
# Apoferritin bind = qHTS Assay for Identification of Novel General Anesthetics; 350,000 tested, 0.074% active; Potency, µM (top dose mostly 77.5 µM), for inactives: at the top dose activity change, negative = displacement, hits mostly inhibitors; apoferritin/1-aminoanthracene competitive binding, fluorescence; further: potency means the concentration at half of the fitted maximal effect; on the % scale 0 is the no-effect control and ±100 the full control effect; nearly all actives have a fitted effect of over 20% in size
# Target sequence (P02791 2-175 limits assumed): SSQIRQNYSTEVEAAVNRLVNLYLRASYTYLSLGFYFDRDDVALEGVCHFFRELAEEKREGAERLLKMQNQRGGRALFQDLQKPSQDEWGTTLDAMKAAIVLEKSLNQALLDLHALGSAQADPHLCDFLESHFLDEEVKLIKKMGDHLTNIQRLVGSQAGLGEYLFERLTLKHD
#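 Steps: apoferritin (10 uM) was premixed with half-saturated 1-AMA in PBS, compounds were pin-transferred, plates stood 10 min at room temperature, fluorescence was read at 380/535 nm, and curves were fitted with a Hill equation.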
# D2 PAM = HTS Assay for Positive Allosteric Modulators of the Human D2 Dopamine Receptor: Primary Screen for Potentiators. D(2) dopamine receptor (Homo sapiens), P14416. potentiation, % at 10 µM. HEK293 T-REx D2, calcium flux, EC20 dopamine potentiation. 340,000 tested, 0.34% active;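 active means potentiation over 3 SD above the plate norm, cut at about 30% in these data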; further: 0% is about no effect
# Target sequence (P14416 whole entry, looked up): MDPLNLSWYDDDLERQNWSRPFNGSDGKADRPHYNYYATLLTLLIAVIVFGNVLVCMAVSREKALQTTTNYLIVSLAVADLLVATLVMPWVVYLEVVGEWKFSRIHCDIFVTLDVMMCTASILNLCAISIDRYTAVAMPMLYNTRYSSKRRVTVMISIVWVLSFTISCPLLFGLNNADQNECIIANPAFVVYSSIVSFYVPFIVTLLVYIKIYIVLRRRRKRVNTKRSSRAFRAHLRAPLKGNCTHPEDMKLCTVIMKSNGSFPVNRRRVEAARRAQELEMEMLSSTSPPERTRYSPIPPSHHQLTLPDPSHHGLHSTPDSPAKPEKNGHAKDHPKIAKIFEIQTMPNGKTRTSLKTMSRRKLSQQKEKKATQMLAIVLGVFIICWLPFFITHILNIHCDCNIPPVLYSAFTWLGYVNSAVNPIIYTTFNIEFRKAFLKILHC
#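 Calcium flux readout, no-wash dye, 1 read/s. Inducible HEK293 Trex D2 line, overnight 30 C. Compound alone 180 s (agonist flags), then EC20 dopamine, another 180 s to score potentiation.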
# The depositor's hits bear a star; ? = inconclusive; . = not tested or not shown; [ ] = another dose, or the depositor's remark. Unless noted, the call rests on the fitted dose curve; in most records, active means well fitted curve in the direction sought with a large enough effect; inconclusive means small, poorly fitted or top-dose-only effect, or another doubt; inactive means no such curve, though single readings can be large; an effect the other way counts as inactive or inconclusive. The list is partial; the hit share may differ from the screen's.
SMILES,TRHR enhancer,D1 antag,D1 PAM,D1 ag,RXFP1 antagonist,TRHR agonist,RXFP1 agonist,Apoferritin bind,D2 PAM
O=C(C1=CC=CN2CCS(=O)(=O)N=C12)N1CCN(c2cccc(Cl)c2)CC1,3,-7,9,2,-1,0.6,-0.5%,.,-1
COc1ccccc1N(CC(=O)NC1CCCCC1)S(C)(=O)=O,-3,1,-7,2,9,-0.4,-2.0%,-3%,-8
Cc1ccc2nc3c(cc2c1)c(NC(=O)c1ccco1)nn3CC(C)C,-1,0,-4,2,-5,-0.3,0.8%,-1%,5
COc1ccc2c(c1)c1nnc(SCC(=O)NC3CC3)nc1n2C,2,0,-3,0,-2,-0.6,6.3%,-12%,8
Cc1nc2sc(C(c3ccc(F)cc3)N3CCN(C(=O)c4ccco4)CC3)c(O)n2n1 (stereo not drawn),8,6,-3,0,2,0.7,-0.5%,-10%,-10
CCCN(CCC)S(=O)(=O)c1ccc(NS(=O)(=O)c2ccc(F)cc2)cc1,1,5,2,6,-9,-0.7,-2.1%,?,0
O=C(c1cccs1)N1CCN(c2nnc(-c3ccccc3)c3ccccc23)CC1,-6,-23,-4,0,-14,-0.3,-0.3%,-14%,0
Cc1cc(C)nc(Nc2n[nH]c(COc3ccccc3)n2)n1,-4,11,-1,3,-2,1.6,0.7%,-6%,10
Cn1c(SC/C=C/c2ccccc2)nnc1-c1cccs1,-7,31,2,-3,3,-0.3,2.7%,1%,-1
O=[N+]([O-])c1cc([N+](=O)[O-])c(Oc2cncc(Cl)c2)cc1NC1CCCCCCC1,5,5,3,1,.,0.4,-1.3%,0%,8
CCOc1ccc(CNCc2c(C(=O)O)n(Cc3ccc(OC)cc3)c3ccccc23)cc1,-6,2,0,3,?,-0.4,3.7%,-4%,2
CN(C)S(=O)(=O)c1cccc(NC(=O)c2cc3c(=O)n4ccccc4nc3s2)c1,4,9,1,1,10,0.6,6.7%,50%[activator],8
CN(CC(=O)Nc1ccccc1Cl)C(=O)COC(=O)c1ccc([N+](=O)[O-])cc1Cl,-8,27,6,3,4,-0.6,0.9%,.,-7
O=C(COC(=O)c1ccc(N2CCCC2=O)cc1)NCc1ccco1,2,-12,-5,4,9,-0.7,-0.9%,-2%,16
CCN(CC)C(=O)CC(c1ccccc1)c1ccco1 (stereo not drawn),-1,0,1,0,1,0.5,-1.4%,-15%,-9

# Overlap with the part before: three compounds; new compounds follow.
SMILES,TRHR enhancer,D1 antag,D1 PAM,D1 ag,RXFP1 antagonist,TRHR agonist,RXFP1 agonist,Apoferritin bind,D2 PAM
CN(CC(=O)Nc1ccccc1Cl)C(=O)COC(=O)c1ccc([N+](=O)[O-])cc1Cl,-8,27,6,3,4,-0.6,0.9%,.,-7
O=C(COC(=O)c1ccc(N2CCCC2=O)cc1)NCc1ccco1,2,-12,-5,4,9,-0.7,-0.9%,-2%,16
CCN(CC)C(=O)CC(c1ccccc1)c1ccco1 (stereo not drawn),-1,0,1,0,1,0.5,-1.4%,-15%,-9
CCOC(=O)c1c(S(=O)(=O)N2CCC(C(=O)Nc3ccc(OCC)cc3)CC2)c(C)n(C)c1C,0,12,-1,-1,2,-0.5,-0.2%,11%,20
CCSc1nnc(CNC(=O)C23CC4CC(CC(C4)C2)C3)n1C1CCCCC1,-3,9,2,0,6,1.4,-0.5%,3%,-2
CC(=O)c1cccc(NC(=O)N2CCCC2C(=O)NCc2ccccc2)c1 (stereo not drawn),-7,0,-6,0,9,0.0,1.3%,2%,.
Cc1ccccc1CN1C(=O)C(O)(CC(=O)c2ccncc2)c2ccccc21 (stereo not drawn),3,27,2,-1,-5,0.3,-1.5%,?,10
O=C(Nc1cccc([N+](=O)[O-])c1)C1COc2ccccc2O1 (stereo not drawn),-4,-10,-2,6,17,-0.5,2.7%,?,-5
O=C(Nc1ccccn1)c1ccc(S(=O)(=O)N2CCCC2)cc1,7,32,-2,2,-4,-0.3,-0.9%,.,0
O=C(Nc1ccc(F)cc1)c1cccc(N2C(=O)C3C4CCC(C4)C3C2=O)c1 (stereo not drawn),16,-19,-1,2,-12,0.2,2.0%,?,9
C=CCn1c(-c2cccc(Cl)c2)n[nH]c1=S,9,-3,0,1,-7,0.0,17%,-13%,3
CCCCCCCC(=O)NC1=NC(=O)C(C)(C)S1,-7,-2,-7,2,0,-2.2,0.5%,-7%,.
CN(C)S(=O)(=O)c1ccc(C(=O)Nc2ccc3ncccc3c2)cc1,-6,1,-4,4,-1,0.6,-0.7%,-5%,-3
O=C(CSc1nnc(-c2cccnc2)n1Cc1ccco1)N1c2ccccc2Sc2ccccc21,-4,-3,-2,3,10,-2.4,0.0%,?,18
CSc1ncccc1C(=O)OCc1ccc(Br)cc1,3,-3,-4,8,-14,0.6,0.9%,-20%,2
O=C(OC1CCCCC1=O)c1cc(=O)c2ccccc2o1 (stereo not drawn),3,-20,-8,1,-7,0.4,-0.8%,-11%,-7
N#Cc1ccccc1CSc1nc(O)cc(=O)[nH]1,12,-1,-1,2,0,-0.7,-0.2%,-4%,16
CN(C)CC(C)(C)CNC(=O)c1cc(=O)c2ccccc2o1,-7,8,0,2,-3,0.2,2.6%,4%,-12
COC(=O)c1ccc(C)c(NC(=O)CCSc2ccccc2)c1,0,-1,0,9,2,0.1,4.5%,-9%,10
Nc1c(N(Cc2ccco2)C(=O)COc2ccccc2F)c(=O)[nH]c(=O)n1Cc1ccccc1,1,-7,.,2,-5,0.1,0.5%,.,-3
Cc1csc(SCC(=O)NC(=O)NCCC(C)C)n1,-1,0,-5,1,-2,-0.8,-0.5%,-24%,-3
O=C(CS(=O)(=O)c1ccccc1)N(CCCN1CCOCC1)c1nc2c(F)cccc2s1,-1,1,-1,3,1,-0.2,0.3%,.,12
Cc1cc(C)cc(NC(=O)Cc2csc(COc3cccc(C)c3)n2)c1,38*,-10,0,3,-9,-0.3,3.6%,-16%,-16
CCS(=O)(=O)c1ccc(NC(=O)c2ccccc2Cl)c(O)c1,7,-5,2,8,0,0.1,0.3%,4%,14
O=C(NCC1(c2ccccc2)CCCC1)c1ccc(Br)cc1,-2,-7,-3,7,16,0.3,-0.2%,0%,-8
CCc1cccc(NC(=O)CCCn2nc(CC)n3c(cc4occc43)c2=O)c1,1,12,-4,2,1,-1.7,4.6%,?,-14
COC(=O)c1ccc(C(=O)N(CCN(C)C)c2nc3c(Cl)cccc3s2)cc1,4,-19,-3,4,3,0.7,-0.7%,-2%,-16
CC1CCCN(C(=O)CCc2nnc(-c3ccc4c(c3)OCO4)o2)C1 (stereo not drawn),-7,-24,-10,4,-2,-0.2,3.1%,?,5
CCOc1ccc(NC(=O)COC(=O)c2cccnc2)cc1,2,-6,-1,1,0,-0.2,2.8%,-9%,3
CC(=O)Nc1ccc(S(=O)(=O)NCc2nc(-c3ccc(C)cc3)no2)cc1,-4,-23,-6,1,-7,-0.2,1.9%,-7%,-11
Cc1ccc(-c2nn(-c3ccccc3)cc2/C=C(\C#N)C(=O)NCc2ccccc2)cc1,2,1,-4,2,-5,0.8,-0.1%,-5%,-3
Cc1ccc(S(=O)(=O)/N=C(/Nc2ccccn2)c2ccc(Cl)cc2)cc1,-3,17,-1,-1,-10,-0.6,0.8%,-6%,0
COc1cc(NC(=O)CNc2cccc(S(=O)(=O)N3CCOCC3)c2)cc(OC)c1,6,0,-4,0,-11,0.4,1.0%,.,7
COc1ccc(Cl)cc1N(CC(=O)Nc1ccccc1C(=O)N1CCOCC1)S(C)(=O)=O,26,8,0,3,0,0.6,1.0%,-4%,1
CCCCCCCNC(=O)CN1N=C(c2ccc(C)cc2)CCC1=O,0,5,-1,1,5,-0.4,4.0%,?,-13
N#CCC(=O)N/N=C/c1ccc(Cl)cc1,-7,-4,0,1,-7,0.8,0.5%,-17%,-3
COCCn1c(SCC(=O)Nc2sccc2C(N)=O)nc2cc(Cl)ccc2c1=O,9,8,-1,1,-7,0.1,0.0%,-13%,9
CC(=O)Nc1ccc(C2=CC(=O)C[C@H](c3ccc(Cl)cc3)C2)cc1,1,-53*,-6,1,.,0.2,0.2%,.,0
O=[N+]([O-])c1cccc(-c2c(-c3ccccc3)ncc3cc(F)ccc23)c1,0,.,-2,0,.,-0.6,0.0%,.,-3
C[C@H]1NC(=O)[C@@]2(C)[C@@H](c3ccccc3)[C@H]3COc4ccccc4[C@H]3N2C1=O,1,17,-5,0,.,-0.2,-0.4%,.,-2
COc1cc(Cl)c(S(=O)(=O)NCCCN2CCOCC2)cc1Cl,2,3,-3,0,0,-0.4,2.7%,-14%,6
OCC[C@H]1C[C@H](O)[C@@H](O)[C@]2(Cc3ccccc3CO2)O1,18,17,6,0,.,0.2,0.4%,.,-7
Nc1ccc(S(=O)(=O)Nc2nc3ccccc3o2)cc1,-5,4,8,1,0,-0.3,-1.0%,-11%,-2
COc1ccc(NC(=O)C(CC(=O)O)C(C)c2ccccc2)cc1 (stereo not drawn),-2,-39*,5,7,3,0.0,2.1%,0%,1
O=C(O)CCSc1ccccn1,-4,-4,4,2,-9,0.1,1.0%,-3%,0
CCCCCCSc1cc(-c2nc3ccc(Cl)cn3c2NC2CCCCC2)ccc1OC,-6,16,-3,0,.,0.4,2.0%,.,-4
O=C1C(Cc2ccccc2)Nc2ncnc(N3CCCCC3)c2N1Cc1ccc(Cl)cc1 (stereo not drawn),-3,13,6,0,.,0.5,2.7%,.,-3
CSc1n[nH]c2nc3c(c(=O)n12)C1(CCCCC1)Cc1ccccc1-3,-19,12,5,1,-15,-0.3,1.5%,12%,15
O=C(CN1C(=O)CCC1=O)Nc1nc(-c2ccccn2)cs1,0,9,.,3,.,0.0,-0.9%,-2%,8
